Source: PubChem (National Center for Advancing Translational Sciences (NCATS))
pAkt inh = HTS Assay for Inhibitors of Akt Phophorylation: Primary Screen. 360,000 compounds, 0.32% hits. AID 651550, 2012. activity change, % for hits at 50 µM. Neuro2A IGF-stimulated pAkt S473 HTRF, 20 min; hits give low values; in the data active means activity change below about -80%; inconclusive means mostly about -51% to -80%; further: on the % scale 0 is the no-effect control and ±100 the full control effect
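Neuro2A cells (4,500/well, DMEM with 0.5% FBS) were treated with compound at a single 50 µM final concentration, stimulated with 6 nM IGF for 20 min at 37 °C, and lysed. Phospho-Akt Ser473 was read by HTRF as 665/615 ratio ×10^4.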
PTHR1 ag = qHTS for PTHR1 Agonists: Primary Screen. Parathyroid hormone/parathyroid hormone-related peptide receptor (Homo sapiens), Q03431. HEK293 GP2 PTHR1 cells, GloSensor cAMP luminescence, 1 h. Potency, µM (doses to about 115 µM), for inactives: top-dose activation, usual class: activators. 410,000 compounds, 0.075% hits. AID 743266, 2014; further: potency means the concentration at half of the fitted maximal effect; nearly all actives have a fitted effect of over 55% in size; some results filed as inactive show a strong effect at the top dose; inactives centre near -15; many of its hits are not listed in these tables
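HEK-293-derived GP2 cells expressing PTHR1 and a GloSensor cAMP reporter, 3,000/well, plated overnight, given luciferin plus IBMX (each 0.5 mM as added) for 1 h at 37 °C, then compound for 1 h at 37 °C. Luminescence was read after 15 min at room temperature.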
D3 antag = qHTS of D3 Dopamine Receptor Antagonist: qHTS; D(3) dopamine receptor (Homo sapiens), P35462; D3R cells, DiscoveRx beta-arrestin luminescence, antagonist mode; hits give low values; max response, negative = inhibition, %; 360,000 compounds, 2.5% hits; in the data active means max response below about -50%; inconclusive means no clear call, values can overlap the other calls; further: on the % scale 0 is the no-effect control and ±100 the full control effect; mostly tested at two doses, the higher about 12 µM
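Cells plated overnight at 1500 cells/well, then exposed to library compounds with dopamine controls for 90 minutes at 37 degrees C. DiscoveRx reagent added for 30–60 minutes at room temperature; luminescence read, quantitative HTS format.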
D3 ag = qHTS of D3 Dopamine Receptor Agonist: qHTS. D3R DiscoveRx beta-arrestin cells, luminescence, 90 min. D(3) dopamine receptor (Homo sapiens), P35462. AID 652048, 2013. 410,000 compounds, 0.58% hits. max activation, %; in the data active means max activation above about 30%; further: 0% is about no effect; mostly tested at two doses, the higher about 12 µM
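Agonist-mode cell screen: cells plated at 1500/well and incubated overnight at 37 °C, then exposed to library compounds for 90 min at 37 °C. Detection reagent was added for 30–60 min at room temperature, and luminescence was read.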
EPAC2 antagonist = qHTS for Antagonist of cAMP-regulated guanine nucleotide exchange factor 2 (EPAC2): primary screen. EPAC2 GEF exchange of Rap1B-BODIPY-GDP, fluorescence. Rap guanine nucleotide exchange factor 4 (Homo sapiens), Q8WZA2. Potency, µM (doses to about 114 µM), inactives show at the highest dose activity, negative = inhibition, hits mostly inhibitors. 360,000 compounds, 0.18% hits. AID 720708, 2013; further: potency means the concentration at half of the fitted maximal effect; on the % scale 0 is the no-effect control and ±100 the full control effect; nearly all actives have a fitted effect of over 45% in size; many of its hits are not listed in these tables
Target sequence (Q8WZA2 whole entry, looked up): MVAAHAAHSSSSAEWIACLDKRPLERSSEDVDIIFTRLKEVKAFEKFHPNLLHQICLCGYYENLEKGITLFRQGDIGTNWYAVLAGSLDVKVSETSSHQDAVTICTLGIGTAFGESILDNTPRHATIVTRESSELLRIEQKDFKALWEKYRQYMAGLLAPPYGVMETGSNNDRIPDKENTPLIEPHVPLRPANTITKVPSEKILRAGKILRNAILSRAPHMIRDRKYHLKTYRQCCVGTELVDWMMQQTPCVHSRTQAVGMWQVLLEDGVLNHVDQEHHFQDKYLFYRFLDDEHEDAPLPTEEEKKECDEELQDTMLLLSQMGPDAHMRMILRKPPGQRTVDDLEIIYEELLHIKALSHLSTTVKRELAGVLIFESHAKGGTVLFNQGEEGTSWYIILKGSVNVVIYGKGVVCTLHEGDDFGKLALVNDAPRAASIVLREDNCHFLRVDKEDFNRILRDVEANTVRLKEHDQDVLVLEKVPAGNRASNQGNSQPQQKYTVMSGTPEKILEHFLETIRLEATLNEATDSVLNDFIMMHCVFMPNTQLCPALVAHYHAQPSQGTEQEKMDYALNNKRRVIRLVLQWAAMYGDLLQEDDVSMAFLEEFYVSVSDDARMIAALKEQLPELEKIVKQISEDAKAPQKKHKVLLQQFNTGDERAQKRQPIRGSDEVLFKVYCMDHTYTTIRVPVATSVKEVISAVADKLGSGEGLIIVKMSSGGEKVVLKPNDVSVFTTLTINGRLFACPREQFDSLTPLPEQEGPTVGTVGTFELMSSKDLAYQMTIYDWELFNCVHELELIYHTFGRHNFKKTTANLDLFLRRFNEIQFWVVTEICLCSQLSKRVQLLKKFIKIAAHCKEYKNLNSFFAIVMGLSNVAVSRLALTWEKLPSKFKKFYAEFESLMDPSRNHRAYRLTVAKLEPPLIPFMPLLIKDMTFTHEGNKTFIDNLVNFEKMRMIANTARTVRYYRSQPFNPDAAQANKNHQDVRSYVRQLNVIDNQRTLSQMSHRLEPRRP
MmCpn inh = Inhibitors of TCP-1 ring complex (TRiC) of Methanococcus maripaludis (MmCpn): qHTS; Chaperonin Mm-Cpn (Methanococcus maripaludis); purified Mm-Cpn ATPase, ADP Transcreener TR-FRET; Potency, µM (series often up to 76.9 µM), without a hit: top-dose activity, negative = inhibition, hits mostly inhibitors; 330,000 compounds, 0.031% hits; AID 504842, 2011; further: potency means the concentration at half of the fitted maximal effect; on the % scale 0 is the no-effect control and ±100 the full control effect; nearly all actives have a fitted effect of over 80% in size
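Reaction buffer contained 30 mM Tris pH 7.4, 100 mM KCl, 5 mM MgCl2 and 1 mM DTT. Mm-CPN (25 nM final) hydrolysed 10 uM ATP over 30 min at 37°C; ADP was read by HTRF.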
CCT modulator = High-Throughput Screening for Modulators of Cytosolic Chaperonin Activity; purified chaperonin ATPase assay, HTRF ADP detection, 30 min; activity change, % (test concentration not listed), hits read low; 360,000 compounds, 0.3% hits; AID 651819, 2012; in the data active means activity change below about -30%; further: on the % scale 0 is the no-effect control and ±100 the full control effect
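Enzyme 40 or 20 nM (batch-dependent) in Tris pH 7.4/KCl/MgCl2/DTT; cpd 76 uM single point; ATP 10 uM; 30 min 37 °C; Transcreener ADP HTRF detection, 30 min RT; ratio 665/615.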
EPAC2 agonist = qHTS for Agonist of cAMP-regulated guanine nucleotide exchange factor 4 (EPAC2): primary screen; Rap guanine nucleotide exchange factor 4 (Homo sapiens), Q8WZA2; EPAC2 activation, biochemical qHTS; response scale: 100% = 6.5 mM cAMP response; Potency, µM (titrated, usually from 154 µM), without a hit: top-dose activation, actives largely listed as activators; 360,000 compounds, 0.079% hits; AID 720711, 2013; further: potency means the concentration at half of the fitted maximal effect; nearly all actives have a fitted effect of over 50% in size
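Each well held 100 nM EPAC2, 250 nM RAP1B-BODIPY-GDP and 50 uM GDP. Fluorescence, read at 5-min intervals to 30 min, was referenced to a 6.5 mM cAMP positive control.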
Active calls of the source: *; i = inactive; ? = inconclusive; · = not tested or not shown; [ ] = dose if it differs, or a comment. Unless noted, the call rests on the fitted dose curve; in most records, active means well fitted curve in the direction sought with a large enough effect; inconclusive means small, poorly fitted or top-dose-only effect, or another doubt; inactive means no such curve, though single readings can be large; an effect the other way counts as inactive or inconclusive. Some of the compounds tested; the hit share may differ from the screen's.

mol	pAkt inh	PTHR1 ag	D3 antag	D3 ag	EPAC2 antagonist	MmCpn inh	CCT modulator	EPAC2 agonist
CCC(C)NC(=O)CSc1nc2ccccc2c(=O)n1-c1c(C)n(C)n(-c2ccccc2)c1=O (configuration not stated)	i	i	-8	-1	4%	1%	-2.7	7%
CCOC(=O)NC(=S)c1ccc[nH]1	i	-14%	-18	-6	-9%	-2%	-1.0	14%
CSCCC(=O)N1CCC(n2nccc2NC(=O)c2ccc3c(c2)OCO3)CC1	i	i	-1	-3	9%	1%	-1.9	-4%
CC1(C)CC(=O)c2sc(N)nc2C1	i	i	16	-3	3%[57.1 µM]	-2%	-6.6	4%
COC(=O)c1c(NC(C)=O)sc(C)c1C	i	0%	10	6	-15%	-2%	-4.1	12%
O=C(NNS(=O)(=O)c1ccc(F)cc1F)c1csc(-c2cccnc2)n1	i	i	7	4	0%	1%	-1.5	9%
Cc1ccc(S(=O)(=O)N2CCCCC2)cc1NC(=O)Cn1c(=O)cnc2ccccc21	i	-10%	1	1	0%	-5%	0.7	-8%
Cc1cc(C(=O)COC(=O)CCCN2C(=O)c3ccccc3C2=O)c(C)n1C	i	i	14	-4	15%	-1%	-1.4	3%
CS(=O)(=O)N(Cc1ccccc1F)c1ccccc1	i	i	?	-2	0%	3%	-0.3	7%
CC(=O)c1ccc(S(=O)(=O)NCCC(=O)OC(C)C(=O)Nc2ccc(F)cc2)cc1 (configuration not stated)	i	-4%	11	0	3%	1%	-3.0	-4%
O=C(Oc1ccc(-c2cnc3ccccc3n2)cc1)c1ccc(Cl)c([N+](=O)[O-])c1	·	-5%[57.5 µM]	?	-10	10%	1%	-0.4	-2%[15.6 µM]
O=C(C#Cc1ccccc1)Nc1ccc(F)cc1	i	-92%[inhibitor]	-5	-20	3%	1%	-2.9	2%
O=C(Nc1ccccc1F)c1ccc(-n2cncn2)nc1	i	i	31	4	-2%	?	-0.7	2%
CCCCNC(=S)NNC(=O)c1ccc(Br)o1	i	i	-13	-8	-9%	1%	-2.0	-1%
CN(C)CCCSc1nc(-c2ccccc2)nc2c1CCC2	i	-20%	0	-4	-3%[57.1 µM]	?	0.2	0%
Cc1ccccc1OC(C)C(=O)Nc1ccc(S(=O)(=O)N2CCCC2)cc1 (configuration not stated)	i	-36%[inhibitor]	4	8	5%	1%	-0.2	6%
CC(C)OCCCNC(=O)CNC(=O)c1cccs1	i	-20%[57.5 µM]	15	0	2%	-2%	-1.0	11%
c1cc2c(cc1C1=NNC(=NC3CC3)SC1)OCCO2	i	-60%	-11	0	4%	1%	-2.6	6%
Cc1ccc(S(C)(=O)=O)cc1C(=O)Nc1cccc(S(=O)(=O)N2CCCCCC2)c1	i	-31%[inhibitor]	3	5	-9%	-6%	0.3	7%
O=C(c1ccc(Br)o1)N1CCN(c2ccc3nnc(-c4ccccc4)n3n2)CC1	i	i	7	7	5%	-1%	-1.3	10%

Whole records, quoted from the list. Order of screens: pAkt inh | PTHR1 ag | D3 antag | D3 ag | EPAC2 antagonist | MmCpn inh | CCT modulator | EPAC2 agonist
CC1(C)CC(=O)c2sc(N)nc2C1 as listed: i | i | 16 | -3 | 3%[57.1 µM] | -2% | -6.6 | 4%
CN(C)CCCSc1nc(-c2ccccc2)nc2c1CCC2 as listed: i | -20% | 0 | -4 | -3%[57.1 µM] | ? | 0.2 | 0%
O=C(c1ccc(Br)o1)N1CCN(c2ccc3nnc(-c4ccccc4)n3n2)CC1 as listed: i | i | 7 | 7 | 5% | -1% | -1.3 | 10%
CC(=O)c1ccc(S(=O)(=O)NCCC(=O)OC(C)C(=O)Nc2ccc(F)cc2)cc1 (configuration not stated) as listed: i | -4% | 11 | 0 | 3% | 1% | -3.0 | -4%
CCC(C)NC(=O)CSc1nc2ccccc2c(=O)n1-c1c(C)n(C)n(-c2ccccc2)c1=O (configuration not stated) as listed: i | i | -8 | -1 | 4% | 1% | -2.7 | 7%

The listing continues:
mol	pAkt inh	PTHR1 ag	D3 antag	D3 ag	EPAC2 antagonist	MmCpn inh	CCT modulator	EPAC2 agonist
O=c1oc2cc(O)ccc2c2oc3cc(O)ccc3c12	i	i	0	22	2%	-6%	-1.1	5%
O=C(CC(=O)c1ccccc1)Nc1ccccn1	i	-8%	10	4	3%	2%	0.8	-1%
COc1cc(SC)ccc1C(=O)Nc1ccccn1	i	-24%	61	2	-6%	-1%	1.2	13%
Cc1ccc(N(C(=O)c2csnn2)C(C(=O)NC(C)(C)C)c2cccnc2)cc1 (configuration not stated)	i	i	7	14	15%	-4%	-2.3	1%
C=CCNc1nc(-c2ccc3c(c2)OCCO3)cs1	i	-89%[inhibitor]	-4	-4	-1%	·	-0.1	14%
COc1ccc(C(=O)Nc2cccc(/C(C)=N/NC(=O)c3ccc([N+](=O)[O-])c(C)c3)c2)cc1OC	i	-20%[57.5 µM]	6	7	1%	-1%	-2.2	-7%
Cc1noc(C)c1COC(=O)Cc1ccc(Cl)cc1	i	i	0	1	4%	-1%	-1.4	-2%
COC(=O)c1ccccc1N(C)S(=O)(=O)c1cc2c(cc1C)OCC(=O)N2	i	-11%	5	21	3%	-2%	1.1	-2%
CCC1Oc2ccccc2N(CC(=O)NCCN2CCCC2)C1=O (configuration not stated)	i	i	-4	-8	-1%	1%	-1.0	6%
CCC1(C)Cc2sc3c(=O)[nH]c(=S)[nH]c3c2CO1 (configuration not stated)	i	-30%	-29	-5	-3%	-2%	0.8	9%
CCCSc1nc(N2CCCC2)c2c(c1C#N)CC(C)(C)OC2	i	-35%[inhibitor]	-2	2	-5%	1%	-3.7	2%
CC(C)c1nc2cc(C(=O)N3CCNC(=O)C3c3cccc(F)c3)ccc2o1 (configuration not stated)	i	-20%	3	0	2%	2%	2.4	7%
CSCCC(C(=O)NC(C)(C)C)n1c(-c2ccc3c(c2)OCO3)nc2ccccc21 (configuration not stated)	i	i	-20	-4	14%	·	·	2%
CC12CS(=O)(=O)CC1SC(=S)N2c1ccccn1 (configuration not stated)	i	1%	49	-8	19%	0%	-0.2	4%
CCOc1ccccc1NC(=S)Nc1ncccc1C	i	-27%	-19	-5	-2%	-2%	-2.4	20%
CC(C)NC(=O)c1cc(C2CCCCN2C(=O)c2ccccc2)on1 (configuration not stated)	i	i	15	8	16%	·	0.5	2%
Cc1ccc(C)c(-n2ccnc2SCC(=O)Nc2cccc(S(=O)(=O)NC3=NCCC3)c2)c1	i	-14%	12	9	-9%	1%	-0.7	8%
O=S(=O)([N-]c1nc2ccccc2nc1-[n+]1ccc(CCCc2ccccc2)cc1)c1cccs1	i	i	8	-12	5%	-28%	-7.8	8%
Cc1ccc(-c2cc(O)cc3sc(=O)oc23)cc1C	i	-7%	-10	-7	?	3%	-1.3	14%
Cc1cc(N(CC(=O)NC2CC2)S(C)(=O)=O)ccc1Br	i	i	-1	-9	13%	2%	1.8	9%
CC1(C)Cc2ccccc2C2CC(O)C(=O)N21 (configuration not stated)	i	i	-11	-11	-2%	0%	2.6	15%
CCn1c(=O)c(C(=O)NNS(=O)(=O)c2ccc(NC(=O)OC)cc2)c(O)c2ccccc21	i	-2%	13	9	-5%	2%	2.3	8%
Cc1ccc(C(=O)CSc2ccccc2C(=O)O)cc1	·	-15%	3	-3	15%	-1%	-2.1	6%
O=c1[nH]c(S)c(/C=C2\C=Nc3ccccc32)s1	i	i	0	-1	1%	-1%	-3.1	5%
O=C(COC(=O)/C=C/c1ccc(S(=O)(=O)N2CCOCC2)cc1)NC1CCCCCCC1	i	-54%[inhibitor]	-15	0	-13%	2%	-1.6	-7%
COc1ccc(C(C)=O)cc1COc1ccc(-n2cnnn2)cc1	i	-15%	-21	-11	-6%	-2%	-1.5	12%
CCOC(=O)N1CCN(c2c(N3CCN(c4ccccn4)CC3)c(=O)c2=O)CC1	i	0%	-15	-4	4%	-2%	-2.6	10%
COC(=O)c1cc(=O)n(Cc2ccc(F)cc2)c(=Nc2ccccc2)s1	i	-43%[inhibitor]	-17	-15	-13%	2%	0.1	25%
COc1ccc(/C=C/CN2CCCC(C(=O)c3ccc(OC)c(F)c3)C2)cc1 (configuration not stated)	i	-34%[inhibitor]	?	-10	-5%	-1%	-1.1	-4%
O=C(N/C=C/c1ccco1)NCc1ccccc1	i	?	-16	-2	3%	2%	-2.3	9%
Cc1ccc(S(=O)(=O)Nc2nc(C)cc(-n3nc(C)cc3C)n2)cc1	·	i	-12	-8	13%	1%	2.0	8%
